High-throughput results as filed in PubChem BioAssay.
Apoferritin bind – candidate novel general anesthetic via apoferritin binding | apoferritin/1-aminoanthracene competitive binding, fluorescence | hit rate 0.074% among 350,000 | P02791 | AID 485281 | Potency, µM (highest dose often 77.5 µM), for the others: at the highest dose activity change, negative = displacement, most hits filed as inhibitors; further: potency means the concentration at half of the fitted maximal effect; on the % scale 0 is the no-effect control and ±100 the full control effect; nearly all actives have a fitted effect of over 20% in size
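In PBS, apoferritin at 10 uM is loaded with 1-AMA from a 50% saturated solution. After 10 min of compound exposure at ambient temperature, reduced 535 nm fluorescence indicates probe displacement.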
BLM inh – Bloom syndrome helicase (human) inhibition; P54132; recombinant BLM DNA unwinding, fluorescence dequenching; Potency, µM (highest dose often 56.1 µM), inactives show top-dose activity change, negative = inhibition, hits mostly inhibitors; hit rate 0.2% among 350,000;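 further: potency means the concentration at half of the fitted maximal effect; plate controls were vehicle for no effect and no enzyme for full effect; nearly all actives have a fitted effect of over 35% in size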
PGK inhibitor – inhibitors of T. brucei phosphoglycerate kinase; P07378; PGK/GAPDH coupled, Kinase-Glo luminescence, 60 min; Potency, µM (titrated, usually from 57.5 µM), for the others: at the top dose activity change, negative = inhibition, hits mostly inhibitors; hit rate 0.043% among 380,000; further: potency means the concentration at half of the fitted maximal effect; on the % scale 0 is the no-effect control and ±100 the full control effect; nearly all actives have a fitted effect of over 60% in size
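Luminescent ATP detection (Kinase-Glo Plus) follows a 60-minute room-temperature incubation, with wells lacking PGK as controls. Buffer: 100 mM TEA (pH 7.6), 5 mM MgCl2, 0.01% Tween-20. Coupling enzyme GAPDH (100 nM final) supplies unstable 1,3-BPG in-well.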
APE1 inh – blocks human APE1 abasic DNA cleavage | P27695 | recombinant APE1, TAMRA/BHQ-2 abasic DNA cleavage fluorescence | Potency, µM (series often up to 65.8 µM), for the others: top-dose activity change, negative = inhibition, most hits filed as inhibitors | hit rate 0.35% among 350,000 | AID 2517;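 further: potency means the concentration at half of the fitted maximal effect; plate controls were vehicle for no effect and reference inhibitor for full effect; nearly all actives have a fitted effect of over 55% in size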
Target sequence (P27695 whole entry, looked up): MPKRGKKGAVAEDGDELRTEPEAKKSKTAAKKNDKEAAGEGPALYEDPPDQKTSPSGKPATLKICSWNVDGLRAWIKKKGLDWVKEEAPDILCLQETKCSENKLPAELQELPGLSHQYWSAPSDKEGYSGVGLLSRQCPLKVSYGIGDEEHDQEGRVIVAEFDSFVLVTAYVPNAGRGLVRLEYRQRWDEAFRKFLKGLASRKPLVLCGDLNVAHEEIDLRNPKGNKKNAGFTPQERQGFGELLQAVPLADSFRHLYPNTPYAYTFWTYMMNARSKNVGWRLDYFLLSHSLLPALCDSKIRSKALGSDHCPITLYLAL
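Measures dequenching upon AP-site incision of a 5'-TAMRA/3'-BHQ-2 THF-containing duplex, 50 nM; human APE1 0.75 nM after 15 min room-temperature exposure to compound; kinetic three-point read at one-minute spacing.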
POLB inh – blocks human DNA polymerase beta activity; P06746; Pol beta primer extension/strand displacement, fluorescence kinetic; Potency, µM (top dose mostly 114 µM), for the others: at the top dose activity change, negative = inhibition, actives largely listed as inhibitors; hit rate 1.3% among 340,000; AID 485314; further: potency means the concentration at half of the fitted maximal effect; on the % scale 0 is the no-effect control and ±100 the full control effect
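Values derive from four-parameter Hill fits of normalized kinetic data: reads at 0 and 10 min following addition of 50 nM substrate to 10 nM Pol beta preincubated 15 min with compound.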
Pol eta inh – blocks human DNA polymerase eta activity | recombinant Pol eta, fluorescent DNA replication assay | AID 588591 | Potency, µM (series often up to 114 µM), without a hit: top-dose activity change, negative = inhibition, usual class: inhibitors | hit rate 1.2% among 390,000; further: potency means the concentration at half of the fitted maximal effect; on the % scale 0 is the no-effect control and ±100 the full control effect
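Pol eta at 10 nM preincubated with compounds 15 min at room temperature; reaction started with fluorescent substrate (50 nM final) and read kinetically at 0 and 10 min.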
RXFP1 antagonist – antagonists of human relaxin receptor RXFP1 | Q9HBX9 | HEK293-RXFP1, relaxin-stimulated cAMP HTRF, 30 min; hits give low values | activity change, negative = inhibition, % at 57.5 µM | hit rate 0.59% among 350,000;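 active means activity change of -60% or lower, but not beyond a set lower limit; inconclusive means change between -60% and -40%, or beyond the set limit; inactive means change above -40%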; further: on the % scale 0 is the no-effect control and ±100 the full control effect
Pol iota inh – inhibitors of human DNA polymerase iota. Pol iota fluorescent replication assay, 10 min. Potency, µM (series often up to 115 µM), for the others: top-dose activity, negative = inhibition, actives largely listed as inhibitors. AID 588590. hit rate 1% among 390,000. Q9UNA4; further: potency means the concentration at half of the fitted maximal effect
Target sequence (Q9UNA4 whole entry, looked up): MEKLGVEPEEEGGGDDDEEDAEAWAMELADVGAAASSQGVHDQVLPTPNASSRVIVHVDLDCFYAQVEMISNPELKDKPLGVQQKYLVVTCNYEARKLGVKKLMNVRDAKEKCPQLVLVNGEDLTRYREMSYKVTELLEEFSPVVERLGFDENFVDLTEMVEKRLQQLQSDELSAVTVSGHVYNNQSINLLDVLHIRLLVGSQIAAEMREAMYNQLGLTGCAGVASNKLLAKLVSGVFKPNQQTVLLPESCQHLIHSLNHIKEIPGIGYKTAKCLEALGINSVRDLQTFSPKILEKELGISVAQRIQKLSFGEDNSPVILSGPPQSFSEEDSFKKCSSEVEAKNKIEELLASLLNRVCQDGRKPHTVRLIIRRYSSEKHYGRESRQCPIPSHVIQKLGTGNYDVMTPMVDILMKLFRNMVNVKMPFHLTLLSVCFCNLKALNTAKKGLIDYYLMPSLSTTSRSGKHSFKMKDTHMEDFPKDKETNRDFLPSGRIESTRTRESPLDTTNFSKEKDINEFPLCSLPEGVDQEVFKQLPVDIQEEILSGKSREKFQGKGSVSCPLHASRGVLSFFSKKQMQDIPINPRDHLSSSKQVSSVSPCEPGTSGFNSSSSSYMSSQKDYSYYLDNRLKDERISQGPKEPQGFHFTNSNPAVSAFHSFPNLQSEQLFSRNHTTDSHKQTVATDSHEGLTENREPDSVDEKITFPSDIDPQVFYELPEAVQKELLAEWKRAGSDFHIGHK
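Pol iota at 10 nM preincubated 15 min with compounds at room temperature; reaction started with fluorescent substrate, 50 nM final. Fluorescence read kinetically at 0 and 10 min; buffer-only wells as negative control.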
Pol kappa inh – blocks human DNA polymerase kappa activity; AID 588579; Potency, µM (series often up to 107 µM), for the others: at the top dose activity, negative = inhibition, usual class: inhibitors; Q9UBT6; purified Pol kappa, fluorescent DNA synthesis assay, 10 min; hit rate 0.53% among 400,000; further: potency means the concentration at half of the fitted maximal effect; on the % scale 0 is the no-effect control and ±100 the full control effect
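First, compounds were pin-transferred onto 10 nM Pol kappa. After 15 min at room temperature, substrate was added to 50 nM final. Fluorescence was then measured kinetically at 0 and 10 min.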
* hit, by the source's call; i = inactive; ? = inconclusive; . = not tested or not shown; & = joins results of further samples; [ ] = remark or other dose. Unless noted, the call rests on the fitted dose curve; in most records, active means well fitted curve in the direction sought with a large enough effect; inconclusive means small, poorly fitted or top-dose-only effect, or another doubt; inactive means no such curve, though single readings can be large; an effect the other way counts as inactive or inconclusive. A portion of the library, so the mix of outcomes need not match the whole.

SMILES	Apoferritin bind	BLM inh	PGK inhibitor	APE1 inh	POLB inh	Pol eta inh	RXFP1 antagonist	Pol iota inh	Pol kappa inh
Cc1cccc(NC(=O)C2CCN(S(=O)(=O)c3cccc4nonc34)CC2)c1	-13%	1%	8%	-18%	27%	-3%	-7	19%	-16%
COc1cccc(NC(=O)CN2C(=O)NC(C)(c3ccc(C)cc3)C2=O)c1 (stereo not drawn)	?	3%	14%	31%	7%	2%	0	42%[activator]	-2%
CC(C)N(C(=O)c1sc2cc([N+](=O)[O-])ccc2c1Cl)C(C)C	-12%	0%	-2%	1%	1%	-14%	-8	-8%	-6%
CCS(=O)(=O)c1ccc(-c2csc(-c3ccc(Cl)cc3)n2)c(Cl)c1Cl	4%	-3%	2%	14%	8%	-3%	-16	9%	-8%
Cn1c(SCC(=O)OC2CCCCC2)nnc1-c1ccc(S(=O)(=O)N2CCCC2)cc1	?	-8%	.	-1%	?	-14%	17	22%	-10%
Cc1cc(CNC(=O)Nc2ccc3c(c2)OCO3)nn1C	-4%	-5%	-7%	3%	14%	-3%	8	11%	-10%
CC1CCN(CCCNC(=O)CN2CCN(Cc3ccc(Cl)cc3)C2=O)CC1	0%	4%	8%	-6%	1%	-7%	.	26%	-6%
COCCN1C(=O)N[C@@H](CCc2ccccc2)[C@H](C(C)=O)[C@H]1C	3%	3%[12.4 µM]	-10%	-5%[12.4 µM]	2%	-14%	.	16%	12%
O/N=C\c1ccc(-c2ccccc2)o1	-6%	2%	8%	4%	-1%	-9%	-4	32%[activator]	-8%
CCN1CCN(C(=O)c2cc3cc(F)ccc3[nH]2)CC1	-4%	0%	-6%	19%	0%	-1%	-2	43%[activator]	-6%
Cc1ccc(C(=O)COC(=O)c2cc(C)no2)c(C)c1	.	.	4%	26%	.	-9%	18	32%[activator]	-7%
Cc1ccc(C(=O)OC(C(=O)Nc2ccc(Cl)cc2C(F)(F)F)c2ccccc2)cc1 (stereo not drawn)	-14%	1%	i	10%	29%	-22%	-3	8%	-5%
CCCCNC(=O)C1(c2ccc(OC)cc2)CCOCC1	3%	3%	-10%	9%	0%	7%	20	2%	2%
CCCCN(CCCC)CCNC(=O)CN1C(=O)CSc2ccc(S(=O)(=O)N3CCOCC3)cc21	9%&-11%	1%&3%	-3%&-9%	16%	35%&8%	2%&-26%	-7&7	1%&16%	0%
COc1ccccc1N1CCN(S(=O)(=O)c2ccc(-n3cnnn3)cc2)CC1	-20%&-11%	0%&-5%	-8%&-1%	74%[activator]	2%&26%	-5%&4%	-15&-16	14%&44%	6%&0%
Clc1cccc(Cl)c1OCCOCCNCc1ccccc1	-8%	-8%	-8%	-6%	40%	-22%	-2	-2%	11%
O=C(C1=C[C@@H](c2ccccc2)C[C@@H](OCCCCO)O1)N1CCOCC1	-3%	1%	2%	0%	3%	-11%	.	13%	1%
O=C(Nc1ccccc1[N+](=O)[O-])C1=C(O)CCn2c1nc1ccccc12	-7%	-12%	-7%	-4%	3%	?	-9	3%	-9%
O=C(Cc1cccc(NC(=O)C2CCN(S(=O)(=O)c3cccc([N+](=O)[O-])c3)CC2)c1)Nc1cccc(C(=O)N2CCOCC2)c1	.	.	i	.	.	-8%	.	14%	6%
Cc1sc2nc(CSc3ccc([N+](=O)[O-])c(C(F)(F)F)c3)[nH]c(=O)c2c1C	-17%	-18%	5%	9%	-26%	-4%	-4	-10%	-17%

8 of these compounds, reformatted.
Sequence of screens – Apoferritin bind, BLM inh, PGK inhibitor, APE1 inh, POLB inh, Pol eta inh, RXFP1 antagonist, Pol iota inh, Pol kappa inh
CCN1CCN(C(=O)c2cc3cc(F)ccc3[nH]2)CC1
→ -4%, 0%, -6%, 19%, 0%, -1%, -2, 43%[activator], -6%
Cc1ccc(C(=O)COC(=O)c2cc(C)no2)c(C)c1
→ ., ., 4%, 26%, ., -9%, 18, 32%[activator], -7%
Cc1ccc(C(=O)OC(C(=O)Nc2ccc(Cl)cc2C(F)(F)F)c2ccccc2)cc1 (stereo not drawn)
→ -14%, 1%, i, 10%, 29%, -22%, -3, 8%, -5%
CCCCNC(=O)C1(c2ccc(OC)cc2)CCOCC1
→ 3%, 3%, -10%, 9%, 0%, 7%, 20, 2%, 2%
CCCCN(CCCC)CCNC(=O)CN1C(=O)CSc2ccc(S(=O)(=O)N3CCOCC3)cc21
→ 9%&-11%, 1%&3%, -3%&-9%, 16%, 35%&8%, 2%&-26%, -7&7, 1%&16%, 0%
COc1ccccc1N1CCN(S(=O)(=O)c2ccc(-n3cnnn3)cc2)CC1
→ -20%&-11%, 0%&-5%, -8%&-1%, 74%[activator], 2%&26%, -5%&4%, -15&-16, 14%&44%, 6%&0%
Clc1cccc(Cl)c1OCCOCCNCc1ccccc1
→ -8%, -8%, -8%, -6%, 40%, -22%, -2, -2%, 11%
O=C(C1=C[C@@H](c2ccccc2)C[C@@H](OCCCCO)O1)N1CCOCC1
→ -3%, 1%, 2%, 0%, 3%, -11%, ., 13%, 1%

Next section:
SMILES	Apoferritin bind	BLM inh	PGK inhibitor	APE1 inh	POLB inh	Pol eta inh	RXFP1 antagonist	Pol iota inh	Pol kappa inh
NC1=NC(c2ccccc2)N=C(Nc2ccccc2)N1 (stereo not drawn)	-8%	0%	.	-6%	-1%	.	.	.	.
CCN(Cc1cc2ccccc2[nH]c1=O)S(=O)(=O)c1ccccc1	-16%	-6%	i	-1%	-20%	-11%	-3	4%	-3%
O=C(Nc1ccc(S(=O)(=O)Nc2nccs2)cc1)c1cc(-c2ccccn2)nc2ccccc12	-15%	-3%	-3%	3%	?	-5%	-27	-4%	-22%
COc1ccc(C(=O)NCCC2=CCCCC2)cc1[N+](=O)[O-]	?	-2%	4%	-7%	7%	-29%	-4	104%[activator]	-4%
COc1ccccc1-c1ccc2nnc(SC)n2n1	-3%	-1%	-8%	18%	16%	-19%	9	24%	2%
COc1ccccc1C(=O)CC1(O)C(=O)N(CC(N)=O)c2ccccc21 (stereo not drawn)	-6%	-1%	-2%	.	-16%	-4%	-9	7%	-14%
CCOc1ccc(OCC)c(NC(=O)c2cnc3c(-c4ccccc4)c(C)nn3c2C)c1	-5%	-6%	-2%	.	18%	-7%	-27	9%	0%
CC(=O)c1c(C)oc2ccc(NS(=O)(=O)c3ccc(C(=O)O)cc3)cc12	6%	-3%	0%	61%[activator][12.4 µM]	-20%	-22%	-6	?	-9%
COc1ccc(C(=O)NCCc2ccc(Cl)cc2)cc1S(=O)(=O)N1CCCCC1C (stereo not drawn)	.	.	-4%	0%	.	-9%	11	-5%	-7%
O=[N+]([O-])c1cc([N+](=O)[O-])c2oc(-c3ccccc3)c(Br)c2c1O	5%	?	-21%	12%	28µM*	25µM*	-113*	?	?
O=C(Nc1ccccc1)c1cccnc1N1CCOCC1	-4%	2%	-10%	2%	-7%	5%	3	20%	-10%
COc1cccc(/C=C/C(=O)Nc2ccc(N3CCOCC3)cc2)c1OC	-3%	-1%	-1%	24%	6%	-11%	-7	6%	0%
CCOc1ccc(NC(=O)CCNS(=O)(=O)c2cccc3nonc23)cc1	0%&-13%	-3%&0%	-14%&-9%	22%	2%&14%	-4%&-3%	-13	39%&-2%[activator]	3%&3%
Cc1ccc(S(=O)(=O)NOCc2ccccc2)cc1	.	.	-4%	13%	.	-22%	.	15%	-1%
CCOc1ccc(N(CC(=O)Nc2ccc(C)cc2)S(=O)(=O)c2c(C)[nH]c(=O)[nH]c2=O)cc1	10%	-2%	i	-3%	5%	-6%	-4	14%	2%
O=C(Nc1ccccc1)[C@@H]1CC=C[C@@H]2CCN(C3CCCCC3)C(=O)[C@@H]21	.	.	4%	.	.	-10%	.	30%&45%[activator]	4%&-12%
Cc1cccc(Cn2c(=O)c3c(nc4n3CCCN4Cc3ccccc3)n(C)c2=O)c1	-10%	-5%	0%	12%	-17%	-15%	4	-4%	-14%
O=C(Nc1ccncc1)C1CCN(S(=O)(=O)c2ccccc2C(F)(F)F)CC1	-3%	0%	i	60%[activator]	-1%	-13%	-7	7%	1%
COc1ccc(-c2nc(CN3CCN(Cc4ccccc4)CC3)c(C)o2)cc1	-11%	-3%	-3%	-8%	0%	-16%	3	-12%	-17%
CCOC(=O)c1c(C)sc2c1N(C(=O)CCl)c1cc(Cl)ccc1S2	-19%	1%	3%	-1%	-2%	?	-20	-20%	-11%
CCc1ccc(-n2nc(C)c3c(C(=O)Nc4cc(OC)cc(OC)c4)cc(C)nc32)cc1	-9%	-6%	-4%	.	0%	?	-5	7%	-11%
Cc1ccc(C)n1-c1ccc(C(=O)N/N=C/c2ccncc2)cc1	-18%	-5%	-7%	-5%	-18%	-9%	-1	?	-31%
Nc1nn2c(-c3ccccc3)cc(=O)[nH]c2c1N=Nc1ccc(O)cc1	-11%	-20%	-3%	-1%	?	?	-21	41%[activator]	-24%
CCOC(=O)N1CCN(C(=O)c2csc3c2CCCCC3)CC1	5%	-1%	.	16%	4%	-10%	20	6%	-5%
CC(C(=O)NC1C(=O)N2C(C(=O)O)=C(CSc3nnnn3C)CSC12)n1cc(Cl)cn1 (stereo not drawn)	0%	2%	-9%	1%	?	35µM*	-26	?	-17%
C=CCN(Cc1ccc(Cl)s1)C(=O)CNC(=O)CNC(=O)c1ccc(Cl)cc1Cl	.	.	-4%	-16%	.	-8%	1	-17%	-13%
CC(=O)NCCc1csc(-c2ccccc2)n1	2%	-2%	-8%	0%	4%	11%	-3	5%	-12%[60.1 µM]
CC(C)c1nnc(NC(=O)CCC(=O)NCc2ccccc2Cl)s1	-6%	-1%	-4%	22%	103%	-15%	-8	31%[activator]	0%
CCOc1nc(C#N)nc(N2CCCCC2)n1	9%	-2%	i	-1%	8%	5%	-5	39%&9%[activator]	-19%&-1%
